Screening data from PubChem BioAssay.
Keap1 Nrf2 FP: disrupts human Keap1 binding to Nrf2 peptide | hit rate 0.15% among 340,000 | inhibition, % at 9.4 µM | Keap1 Kelch-Nrf2 peptide fluorescence polarization, 1536-well | Q14145; in the data active = inhibition above about 12%;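 also: human Keap1 Kelch domain with fluorescein labeled Nrf2 9mer peptide probe; 0% = neutral control wells and 100% = peptide positive control; higher means more block of Keap1 binding to Nrf2 peptide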
V-ATPase pH: regulators of yeast V-ATPase proton transport. hit rate 0.37% among 350,000. AID 504577. response, % at 10 µM. S. cerevisiae, pHLuorin cytosolic pH fluorescence; in the data active = response mostly above about 7.3%, no sharp cut-off; inactive = mostly below about 5.4%; also: actives read high; inactives centre near 0; some compounds called inactive have numbers as strong as hits; reference of the scale not given here
MOR-DOR ag: OPRM1-OPRD1 heterodimerization agonism; activation, % at 9.3 µM; cells, luminescence; hit rate 0.3% among 340,000; AID 504326; P35372+P41143; in the data active = activation above about 18%;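 also: 0% = vehicle-treated cells and 100% = reference agonist; values of inactives mirror those of a sister screen read the other way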
Target sequence (P35372 whole entry, looked up): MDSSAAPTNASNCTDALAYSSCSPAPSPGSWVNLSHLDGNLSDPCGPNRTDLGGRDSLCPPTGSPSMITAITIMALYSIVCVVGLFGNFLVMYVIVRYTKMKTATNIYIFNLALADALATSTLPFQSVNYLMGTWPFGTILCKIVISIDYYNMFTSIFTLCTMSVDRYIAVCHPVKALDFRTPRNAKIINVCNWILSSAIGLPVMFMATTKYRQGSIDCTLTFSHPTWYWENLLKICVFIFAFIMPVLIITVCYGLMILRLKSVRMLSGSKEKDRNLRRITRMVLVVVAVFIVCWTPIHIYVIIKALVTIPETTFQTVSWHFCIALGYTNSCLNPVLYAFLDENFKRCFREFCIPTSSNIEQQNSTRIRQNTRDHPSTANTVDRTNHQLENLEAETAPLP
Target sequence (P41143 whole entry, looked up): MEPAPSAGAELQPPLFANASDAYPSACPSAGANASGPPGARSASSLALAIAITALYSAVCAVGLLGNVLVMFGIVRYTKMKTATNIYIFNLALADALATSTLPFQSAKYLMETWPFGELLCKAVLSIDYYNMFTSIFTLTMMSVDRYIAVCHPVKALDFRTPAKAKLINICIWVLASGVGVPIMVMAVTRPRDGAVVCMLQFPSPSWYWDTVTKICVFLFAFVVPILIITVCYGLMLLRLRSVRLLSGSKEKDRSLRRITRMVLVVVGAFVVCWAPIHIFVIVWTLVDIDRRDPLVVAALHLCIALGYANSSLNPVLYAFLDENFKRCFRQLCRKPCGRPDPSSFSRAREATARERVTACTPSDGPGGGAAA
HTR5A inv ctr: HTR5A inverse agonism, opioid heterodimer counter-screen; HTR5A cell line, luminescence; inhibition, % at 9.3 µM; hit rate 0.083% among 340,000; in the data active = inhibition mostly above about 23%, no sharp cut-off; inactive = mostly below about 18%;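 also: 0% = cells with DMSO and 100% = no-cell wells with DMSO; some compounds called inactive have numbers as strong as hits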
OPRM1-OPRD1 inv: inverse agonists of human mu-delta opioid receptor heterodimerization | P35372+P41143 | cell-based MOR-DOR heterodimer luminescence, inverse agonism | inhibition, % at 9.3 µM | hit rate 0.21% among 340,000; in the data active = inhibition above about 22%, passing the limit was not always enough;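 also: 0% = cells with DMSO and 100% = wells without cells with DMSO; values of inactives mirror those of a sister screen read the other way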
RTF Ca sens act: cardiac RTF calcium sensitization; P19429+P45379; activation, % at 7.2 µM; IANBD-labeled TnC RTF fluorescence at EC20 calcium; 0% EC20 calcium, 100% full calcium; hit rate 0.24% among 340,000; AID 493008;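 active = activation above the mean over all tested compounds plus 3 SD, cut at about 30% in these data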;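 also: rise in fluorescence read as greater calcium sensitivity of cardiac thin filaments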
CAL PDZ FP: inhibitors of human CAL PDZ peptide binding; Q9HD26; purified CAL PDZ, TMR-peptide fluorescence polarization, 1 h; inhibition, % at 24.9 µM; hit rate 0.92% among 300,000; AID 602252;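 active = mean inhibition of at least 30% with at least half of replicates also reaching 30%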;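 also: 0% = DMSO neutral control and 100% = excess unlabeled competitor peptide PRC23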
Cardiac RTF inh: cardiac RTF calcium desensitization | P19429+P45379 | IANBD-labeled cardiac RTF, Ca2+ fluorescence | inhibition, % at 7.15 µM | hit rate 0.12% among 340,000 | AID 493244;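 active = inhibition above the mean inhibition of all tested compounds plus 3 SD, cut at about 17% in these data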;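 also: assay run at fixed EC70 calcium of 1.6 mM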
C-LANA FP: KSHV C-LANA DNA binding inhibition | hit rate 0.078% among 340,000 | MBP-C-LANA/FAM-LBS DNA binding, fluorescence polarization | inhibition, % at 9 µM;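 active = highest replicate inhibition at or above 60% at 9 µM, even if other replicates fall short; inactive = all replicates below 60% inhibition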;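 also: 0% = neutral control wells and 100% = 4 µM acridine orange control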
HTR5A ag ctr: HTR5A agonism, opioid heterodimer counter-screen; P47898; HTR5A agonist assay, luminescence, cell-based; activation, % at 9.3 µM; hit rate 0.61% among 340,000; AID 504692; in the data active = activation mostly above about 9.5%, no sharp cut-off; inactive = mostly below about 7.6%;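 also: 0% = cells with vehicle only and 100% = reference agonist; strong numbers were not always called active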
* marks the source's active call; other numbers are inactive results; nt = no result given.

SMILES	Keap1 Nrf2 FP	V-ATPase pH	MOR-DOR ag	HTR5A inv ctr	OPRM1-OPRD1 inv	RTF Ca sens act	CAL PDZ FP	Cardiac RTF inh	C-LANA FP	HTR5A ag ctr
O=C(Nc1ccccc1)c1sc(N2CCOCC2)nc1-c1ccccc1	1	3	-0.8	-2	4	9	-1	-9	-0.2	2
COc1ccc(/C(C)=N/Nc2ccccc2Cl)c(O)c1	-3	2	3.2	-3	-17	0	-4	-1	1.9	1
CCCOc1ccc(C(=O)NCc2cccnc2)cc1	-5	-51	0.0	-10	0	2	-2	4	-1.8	4
O=C(CCC(=O)Nc1cccc2ccccc12)N/N=C/c1ccco1	-1	3	-2.4	-3	13	-1	nt	-19	0.1	1
Cc1ccccc1CN1CCCC(C(=O)Nc2ccccc2Oc2cccnc2)C1 (stereo not drawn)	4	-1	-2.0	-10	10	2	-1	2	-1.5	1
COc1ccc(CCNC(=O)CN2C(=O)CCSc3ccccc32)c(OC)c1	-2	0	-2.9	10	14	2	1	2	-1.4	-3
COc1ccc(C(=O)NCCONC(=O)c2ccc(OC)cc2)cc1	3	-1	-2.8	13	15	-6	-1	-1	1.8	1
CN1C(=O)SC(Nc2cccc3ccccc23)C1=O (stereo not drawn)	-5	0	-2.9	5	16	7	-2	2	-1.0	-2
Cc1nc2nc(CSc3ccc(Cl)cc3)cc(=O)n2[nH]1	-5	6	-1.5	22	9	5	-2	-10	-0.1	3
Cc1ccc(C(=O)CSc2ccc(-c3cccnc3)nn2)cc1	-8	-1	1.4	9	-7	2	nt	-1	1.1	-6
CC[C@]1(c2ccccc2)C(=O)N(C(=O)OC)N1C(=O)OC	-30	2	-5.0	0	23	-5	-1	-5	-0.1	-1
O=C(CCNC(=O)c1ccco1)NCc1ccccc1	-4	4	-1.6	17	8	-1	-1	-10	-0.4	-8
CCOC(=O)C1CCN(C(=O)/C=C/c2ccc(OC)cc2)CC1	-1	2	0.1	11	0	1	-4	-15	1.1	-4
O=C(c1ccc(Br)cc1)N1CCN(S(=O)(=O)c2ccccc2)CC1	-5	-2	0.1	-11	-1	-2	nt	2	-0.7	-6
CCC(C)c1ccc(S(=O)(=O)N2CCN(S(=O)(=O)c3ccc(NC(C)=O)cc3)CC2)cc1 (stereo not drawn)	7	2	0.4	-4	-3	-9	6	1	7.2	1
CC12CCC(=O)N1C(C(=O)NCc1ccc(Cl)cc1Cl)CS2 (stereo not drawn)	-1	0	0.2	4	-1	-1	3	-2	-1.3	-1
COc1ccc(-c2cc(CNC(C)=O)on2)cc1	2	1	-3.5	9	16	-1	nt	-3	0.4	6
C/C(CC(O)(/C=N/O)c1ccccc1)=N\O (stereo not drawn)	-5	-3	-2.1	-2	12	7	-1	-7	0.1	2
O=C(CCSc1nnc2ccccn12)Nc1ccc(F)cc1	-1	-2	-0.9	-14	5	3	-2	5	0.2	-1
CC1(C)CC(=O)c2cc(C(=O)NCc3ccco3)c(=O)n(-c3ccc(Cl)cc3)c2C1	4	-3	-0.2	13	1	-4	-4	-10	1.1	3
Cc1cccc(-c2noc(CN(C(=O)/C=C/c3ccccc3Cl)C(C)C)n2)c1	2	-3	-2.3	-14	14	1	-6	-30	0.5	5
COc1cc(C(=O)OCc2cc(=O)oc3c(C)c(C)ccc23)ccc1OC(F)F	-3	2	1.1	-6	-9	0	-5	-4	-0.8	4
Cc1ccc(C2(C)NC(=O)N(CC(=O)Nc3cc(S(=O)(=O)N4CCOCC4)ccc3OC(C)C)C2=O)cc1 (stereo not drawn)	-3	1	-0.6	-8	2	3	-6	-4	1.5	-2
N#Cc1ccc(NC(=O)C2CC(c3ccc(F)cc3)=NO2)cc1 (stereo not drawn)	-3	1	1.0	-18	-5	3	nt	-1	-0.1	-2
COc1cc(C(=O)n2cnc3ccccc32)c([N+](=O)[O-])cc1OC	-4	-3	-1.8	-5	9	1	-1	-4	-1.1	1
(continued)
SMILES	Keap1 Nrf2 FP	V-ATPase pH	MOR-DOR ag	HTR5A inv ctr	OPRM1-OPRD1 inv	RTF Ca sens act	CAL PDZ FP	Cardiac RTF inh	C-LANA FP	HTR5A ag ctr
COc1cc(-c2nc3cnccn3c2Nc2ccccc2)ccc1O	-4	1	-1.4	-3	8	7	nt	-2	-1.2	1
NC(=O)CSc1nnc(-c2ccccc2)c(-c2ccccc2)n1	-3	2	-2.4	-3	11	-4	nt	-6	-2.4	1
Cc1nc(-c2ccc(S(=O)(=O)NCC3CCN(C(=O)OC(C)(C)C)CC3)s2)cs1	-5	-3	0.6	7	-3	1	-4	-3	0.2	0
C=CC[C@H]1Cc2c(cccc2[N+](=O)[O-])[C@H](CC=C)N1	-11	-1	-0.8	0	4	2	39*	3	-1.9	0
O=C(C[C@@H]1C/C=C\CCCC(=O)OC[C@@H](c2ccccc2)NC1=O)NCCO	3	0	-0.8	-4	5	-2	2	-13	-4.3	0
CC(=O)Nc1ccc(/C=N/Nc2ccc(C(=O)c3c(C)cc4ccccn34)cc2[N+](=O)[O-])cc1	-3	0	-0.6	8	3	0	-5	-3	0.7	-3
Cc1noc(C)c1CSCC(=O)Nc1cc(S(=O)(=O)N2CCOCC2)ccc1OCC(F)(F)F	-5	5	-0.3	10	2	-8	nt	-17	1.0	3
CCN(CC)CCC(c1ccc2c(c1)OCO2)c1c(O)cc(OC)cc1OC (stereo not drawn)	-9	-1	-2.8	-31	16	7	-2	-11	-0.5	11
CC(C)C(=O)N(Cc1cc2ccccc2[nH]c1=O)C(C)C	0	-3	0.3	16	-1	-3	-4	-8	1.4	3
Cc1nccn1CCOc1ccccc1Cl	-3	2	-1.8	4	9	2	-11	-7	-0.4	-6
COc1ccccc1-c1ccc(SCC(=O)NCCc2ccccc2)nn1	-6	2	-0.3	-2	1	2	-4	-1	2.1	1
COc1cccc(C(=O)N[C@@H](C)C(=O)N2CCC3(CC2)NCCc2[nH]cnc23)c1	-5	1	-1.9	-10	10	-2	-3	5	0.1	2
O=C(NNC(=O)c1cccnc1)c1ccncc1	-1	-1	0.4	19	-3	1	nt	-2	0.2	-6
CCC(C(=O)NCc1ccco1)N(C(=O)CNS(=O)(=O)c1ccc(C)cc1)c1ccccc1OC (stereo not drawn)	-7	-1	-3.9	-5	18	-4	3	-1	-0.4	1
COc1ccc(C2(c3ccc(OC)cc3)NC(=O)N(CC(=O)Nc3cc(C)on3)C2=O)cc1	-1	1	-2.6	13	14	-4	-1	-6	0.4	-4
COc1ccc(CCNS(=O)(=O)c2cc3c4c(c2)CCN4C(=O)CC3)cc1	nt	-3	-1.4	6	7	-4	-4	-7	nt	-2
FC(F)(F)c1cc(CCN2CCNC[C@@H]2c2ccccc2)cc(C(F)(F)F)c1	3	-1	8.5	-17	-49	-7	-1	-4	-0.9	6
CCCn1nnc(NC(=O)c2ccc(Cl)cc2Cl)n1	-2	-1	-2.1	-20	12	-1	-1	0	-0.8	2
C=CCn1nnnc1SCC(=O)Nc1cccc(C(F)(F)F)c1	-2	nt	-1.1	-5	6	3	-7	-3	1.6	3
CN(C)C(=S)Nn1c(-c2ccccc2)nc2ccccc2c1=O	-1	5	1.1	-8	-8	-3	-3	0	1.1	3
CC(C)(C)NC(=O)C(=O)NN=C1CCCCCC1	4	2	1.8	1	-9	1	0	-6	-0.6	0
O=C(COC(=O)c1ccc([N+](=O)[O-])cc1)NCCC1=CCCCC1	-2	0	0.6	-8	-2	1	0	-7	1.3	6
CCNc1nnc(-c2ccc(C)cc2)o1	-3	-4	-1.7	-28	9	1	1	-17	-0.4	3
COc1ccc(CCC(=O)N2CCN(S(=O)(=O)c3ccc(C)cc3)CC2)cc1	-3	-1	-3.1	7	12	-1	0	-9	2.4	3
CC(=O)Nc1ccc(S(=O)(=O)NCCCN2CCOCC2)cc1	4	-1	-0.2	-7	1	-3	nt	2	-0.8	2
Other structures follow:
SMILES	Keap1 Nrf2 FP	V-ATPase pH	MOR-DOR ag	HTR5A inv ctr	OPRM1-OPRD1 inv	RTF Ca sens act	CAL PDZ FP	Cardiac RTF inh	C-LANA FP	HTR5A ag ctr
O=C1CCc2cc(S(=O)(=O)Nc3ccc(F)cc3)ccc2N1	-1	-1	0.7	-8	-3	-2	-1	0	1.2	3
CN(CC(=O)Nc1ccccc1Cl)C(=O)c1cccc(S(=O)(=O)N2CCN(c3ccc(F)cc3)CC2)c1	3	1	-0.9	-43	6	-7	nt	0	1.4	10
COc1ccc(-c2cc(C(F)(F)F)nc(NC3CCCC3)n2)cc1OC	0	-6	2.4	-4	-12	2	-1	5	-1.6	-1
COCCCNc1nc2ccccc2nc1NS(=O)(=O)c1ccc(OC)cc1	0	-4	1.6	6	-8	-3	0	-9	3.0	-2
Cc1ccc(/C=N/Nc2nc(N3CCCCC3)nc(N3CCCCC3)n2)o1	-6	0	0.9	3	-5	2	-5	-4	0.8	-1
O=C(Nc1ccc(C(=O)O)cc1)/C(=C/c1cccc(Br)c1)NC(=O)c1ccco1	-1	1	-1.2	4	8	-5	-2	6	0.9	-2
O=C(NCc1ccccc1)c1ccc(F)c(S(=O)(=O)N2CCOCC2)c1	4	0	0.9	-9	-5	-29	-6	63*	0.9	3
NC1=NC(=O)/C(=C\C=C\c2ccccc2)S1	3	0	-0.1	-8	0	4	-1	2	3.6	0
COc1ccc(OC)c(NC(=O)CC2C(=O)NCCN2C(=O)c2ccccc2)c1 (stereo not drawn)	1	3	1.0	-12	-8	-2	-3	7	-0.1	4
Cc1ccc2nc(N3C(=O)C(O)=C(C(=O)c4ccco4)C3c3ccc(O)cc3)sc2c1 (stereo not drawn)	-2	-3	-1.3	-23	7	7	-19	4	-1.0	9
CCn1cc(C(=O)NCCC(=O)NCCO)c(=O)c2cc3c(cc21)OCO3	4	2	-2.0	2	9	22	1	-3	-2.6	-1
COc1ccccc1CN1CCN(Cc2nc(Cc3ccccc3)no2)CC1	-4	0	-1.3	-11	6	10	-1	5	1.4	2
COc1cccc(CN2CCC(C(=O)N3CCN(c4ccccc4F)CC3)CC2)c1OC	-4	-1	0.9	-11	-5	4	2	5	0.4	4
CC(NS(=O)(=O)c1ccc(Br)cc1)C(=O)NC1CCCCCC1 (stereo not drawn)	-1	4	0.7	3	-4	-4	-1	-5	-0.5	0
Nc1ccc(C(=O)N2CCN(S(=O)(=O)c3ccc(Cl)s3)CC2)cc1[N+](=O)[O-]	0	2	2.1	4	-14	-9	-3	-12	1.2	-1
CC(=O)Nc1ccc(-c2csc(NCc3ccccc3)n2)cc1	-2	-1	-1.4	2	7	4	-4	6	0.5	-1
O=P(OC1CCCCC1)(OC1CCCCC1)C(O)c1ccccc1 (stereo not drawn)	-1	-4	2.7	-12	-14	1	0	-7	-0.7	6
Cc1ccc(CC(=O)NCCC(=O)O)cc1	-3	1	-1.2	16	6	-1	9	-7	-2.0	1
COc1ccc(C(=O)NCCc2cccc(Cl)c2)cc1OC1CCN(C(C)=O)CC1	-8	3	-0.1	0	1	3	-4	-9	0.3	4
Nc1c(-c2ccc(F)cc2)cnn1C1CCS(=O)(=O)C1 (stereo not drawn)	2	6	0.3	4	-2	-3	-2	-1	0.2	7
COc1ccccc1-n1cnc2cc(NC(=O)c3ccco3)ccc21	0	-2	2.0	-35	-11	1	-3	-8	2.7	-3
